Vif inh – blocks HIV Vif function; HEK293T cells, Vif self-association by quenched fluorescence, imaging, 24 h; inhibition, % at 7.49 µM; actives 0.35% (n = 340,000); in the data active means inhibition above about 50%, passing the limit was not always enough; further: some results filed as inactive read as strong as hits
TROY signal inh – TROY signaling inhibition; AID 1347056; inhibition, % at 10 µM; actives 0.98% (n = 360,000); Q293 LMP1-TROYcd NF-kB luciferase reporter, 4 h;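 active means compounds whose plate-normalised and pattern-corrected inhibition of the luciferase reporter signal at the single screening dose is 50% or more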
SRC3 inh – inhibits human SRC3 coactivator | Q9Y6Q9 | HEK293 GAL4-SRC3 luciferase reporter, luminescence | inhibition, % at 3.6 µM | actives 0.17% (n = 360,000);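 active means inhibition above a per-campaign cutoff, the mean of all compounds plus 3 SD, cut at about 60% in these data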;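 further: 0% = DMSO-treated cells and 100% = gossypol-treated cells at 36 µM; higher means less SRC3-driven luciferase light from the GAL4 reporter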
TLR9-MyD88 inh – inhibitors of human TLR9-MyD88 binding. Q9NR96+Q99836. CHO BLA complementation TLR9-MyD88, CCF4 FRET ratio. inhibition, % at 4.98 µM. actives 0.21% (n = 340,000). AID 504734;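 active means inhibition above the mean over all tested compounds plus 3 SD, cut at about 21% in these data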;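 further: 0% = DMSO only wells and 100% = clavulanate BLA inhibitor control wells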
SRC1 inh – human NCOA1 inhibition; Q15788; HEK293 GAL4-SRC1 luciferase reporter, luminescence; inhibition, % at 3.6 µM; actives 0.12% (n = 360,000); AID 588354;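 active means inhibition above the campaign mean plus 3 SD, with each screening campaign given its own cutoff, cut at about 60% in these data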;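 further: 0% = DMSO treated cells and 100% = gossypol at 36 µM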
LMP1 NFkB inh – Epstein-Barr LMP1 NF-kappaB reporter inhibition | LMP1-induced NF-kappaB luciferase reporter cells, luminescence | inhibition, % at 12.5 µM | actives 0.69% (n = 350,000) | AID 504558; in the data active means inhibition above about 41%;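 further: 0% = neutral control wells and 100% = reference inhibitor control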
COUP-TFII inh – NR2F2 (human) inhibition, primary screen. P24468. HEK293T NGFI-A luciferase reporter, luminescence. inhibition, % at 8.6 µM. actives 0.7% (n = 370,000). AID 686940;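 active means inhibition above a per-plate cutoff, mean inhibition of test wells between control levels plus 3 SD, cut at about 38% in these data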;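 further: cells cotransfected with COUP-TFII expression vector driving the NGFI-A reporter; 0% = median of COUP-TF2 test wells and 100% = reporter-only cells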
SRC2 inh – inhibits human steroid receptor coactivator 2 | Q15596 | HEK293 GAL4-SRC2 luciferase reporter, luminescence | inhibition, % at 9 µM | actives 0.17% (n = 370,000) | AID 651957;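 active means inhibition above the mean inhibition of all tested compounds plus 3 SD, set per campaign, cut at about 52% in these data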;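 further: 0% = DMSO treated cells and 100% = cells given Gossypol at 36 µM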
NR5A2 inv ag – NR5A2 inverse agonism in reporter assay | O00482 | HEK293T StAR-luciferase reporter, LRH-1 transfected, 24 h | inhibition, % at 3.6 µM | actives 0.13% (n = 360,000);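 active means inhibition above the mean inhibition of all tested compounds plus 3 SD, cut at about 73% in these data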;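 further: 0% = DMSO wells and 100% = reporter-only cells lacking LRH-1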
NOD2-RIPK2 inh – NOD2-RIPK2 protein interaction inhibition. AID 624267. O43353. CHO BLA complementation NOD2-RIPK2, CCF4 ratio. actives 0.38% (n = 360,000). inhibition, % at 4.98 µM; in the data active means inhibition above about 21%;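 further: 0% = vehicle only and 100% = reference blocker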
TRAIL sens C8 – sensitizes caspase-8 expressing cells to TRAIL. AID 624354. inhibition (viability loss, TRAIL sensitization), % at 10 µM. NB7+C8 cells + TRAIL, ATPlite viability luminescence. actives 1% (n = 360,000);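 active means compounds causing at least 50% loss of cell viability in the single-dose screen, relative to plate controls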
The depositor's hits bear a star; x = not tested or not shown; & = joins results of further samples. This is a subset. The share of hits here may be higher or lower than overall.

Every second line gives: LMP1 NFkB inh	Vif inh	NOD2-RIPK2 inh	SRC1 inh	TROY signal inh	SRC3 inh	TLR9-MyD88 inh	NR5A2 inv ag	SRC2 inh	TRAIL sens C8	COUP-TFII inh
CC1(C)CC(NC(=O)Cc2ccccc2[N+](=O)[O-])CC(C)(C)N1
  7	1	-7	-4	9	13	-6	15	-20	5	2
COc1ccccc1NC(=O)Nc1ccnn1C1CCN(C(=O)c2cscn2)CC1
  -10	-5	-4	8	-43	-17	-1	-12	-15	-46	-16
CC(=O)O[C@]1(C(C)=O)CC[C@H]2[C@@H]3C[C@H](C)C4=CC(=O)CC[C@]4(C)[C@H]3CC[C@@]21C
  2&6	-5&-2	-2&-7	-6&2	2&8	-39&-43	2&-1	11&21	14&15	5&1	2&6
Cc1cc(NS(=O)(=O)c2ccc(NC(=O)/C=C/c3ccccc3Cl)cc2)no1
  1	x	-1	-4	-28	13	0	-20	-5	19	-13
Cc1nc2nc(C)c(NS(=O)(=O)c3ccc4c(c3)CCCC4)c(=O)n2[nH]1
  -4	-9	3	-7	7	4	5	-5	-4	-2	0
COc1ccc(C(=O)NCCc2c[nH]c3ccccc23)cc1
  -17	1	4	-55	-14	-86	6	-65	-43	10	-38
O=C(CNC(=O)Cc1ccc(Cl)cc1)NCc1ccco1
  -3	-4	2	-2	-2	16	2	10	-27	-7	3
Cc1ccc(-c2cc(C(=O)N/N=C/c3ccco3)n[nH]2)s1
  4	3	10	-13	-10	-8	-1	-37	-8	-3	-14
Cc1ccc(NNC(=O)Nc2ccc(Cl)cc2)nn1
  4	-4	5	-6	-18	5	x	-8	3	-17	3
NS(=O)(=O)c1ccc(CCNC(=O)COC(=O)CCc2c[nH]c3ccccc23)cc1
  -6	1	-17	-3	3	-10	-1	11	-20	-10	4
O=S(=O)(NCc1c(Cl)cccc1Oc1ccccc1)c1ccc(F)cc1
  -5	6	2	-23	12	19	7	-2	13	1	1
CCCCn1c(=O)[nH]c(=O)c2c1nc(-c1ccc(-c3ccccc3Br)o1)n2CCOC
  -5	8	-1	-11	8	3	8	-3	8	-11	2
Cc1cc(C)n(/N=C/c2cc([N+](=O)[O-])ccc2O)c(=O)c1
  -1	-12	-9	-8	60*	-1	3	10	-8	-9	-2
CC/C(=N\NC(=O)c1ccc(N(C)C)cc1)c1ccccc1
  -3	0	-8	-14	0	3	-5	-50	-40	-3	-39
CC1CCCN(S(=O)(=O)c2ccc(C(=O)Nc3nnc(-c4ccccn4)o3)cc2)C1 (centres undefined)
  -3	6	-2	-39	-57	14	2	15	11	0	7
CC(C)=C1C2C=CC1C1C(=O)N(c3ccc4c(c3)OCO4)C(=O)C21 (centres undefined)
  4	21	2	-7	-11	5	0	-5	15	-9	-4
Cc1ccc(C(=O)Nc2cccnc2)cc1[N+](=O)[O-]
  -8	4	3	4	4	4	-6	-8	-5	-15	-1
O=C(NCc1ccco1)c1ccc(-c2ccccc2Cl)o1
  -22	-1	0	-18	-79	-20	8	-13	0	-13	-9
Cc1ccc(Nc2cc(C)nc3ncnn23)c(C)c1
  5	-5	0	-12	13	12	8	-9	2	6	6
CC(C)c1ccc(N2C(=NC(=O)C3CCCO3)SC3CS(=O)(=O)CC32)cc1 (centres undefined)
  3	-9	-3	-1	18	3	-8	-11	-20	-3	4
COc1ccc(S(=O)(=O)N(C)CC(=O)NCc2ccco2)cc1OC
  -1	7	-4	-2	-8	-11	-3	27	-14	13	4
CCOc1ccccc1NC(=O)COC(=O)C1CCC(=O)N1 (centres undefined)
  -2	3	-1	10	22	-16	-11	-4	-13	11	-3
O=C(COc1ccccc1[N+](=O)[O-])NNC(=O)Nc1cccc2ccccc12
  -5	7	-1	-7	27	-5	-4	-7	-15	-3	13
O=C(Cc1ccc(F)cc1)OCN1C(=O)c2ccccc2C1=O
  6	0	-12	-4	7	19	1	-22	-6	-10	-2
O=C(CCNS(=O)(=O)c1ccc(Br)cc1)NCc1ccc2c(c1)OCO2
  8	-1	-11	10	8	7	3	10	-19	-5	-4
COc1ccccc1CCC(=O)Nc1ccc2c(c1)c(=O)n(C)n2C
  x	10	-1	-16	-8	-29	x	6	11	-7	-2
c1ccc(N2CCOCC2)c(Nc2nc3ccccc3n3cnnc23)c1
  -9	-18	2	-3	9	-6	10	13	-5	-7	0
CCCCOP(=O)(OCCCC)C1(NS(=O)(=O)c2ccccc2)C=CC(=O)c2ccccc21 (centres undefined)
  0	-14	7	11	-5	-1	2	34	9	-10	11
O=C(CN1C(=O)CCC1=O)c1ccc(-c2ccccc2)cc1
  -12	5	-3	-24	-42	-17	-1	-19	-5	2	10
CC(OC(=O)CCOc1ccccc1)C(=O)Nc1ccc(Cl)cn1 (centres undefined)
  4	13	-2	21	11	20	4	12	-8	-19	19
CC(C)(CO)NCc1ccc(Br)cc1
  -7	3	-1	-2	3	22	0	6	6	3	10
CCOc1ccc(/C=N/Nc2nc(=O)[nH]nc2C)cc1OC
  -4	-18	5	-47	-66	-50	-1	-49	-14	-4	-2
CC1CCCCN1C(=O)CSCC(=O)Nc1nc(-c2cccs2)cs1 (centres undefined)
  6	-6	-1	-27	16	-33	-12	-28	-3	-3	-9
Cc1cc(-c2nnc(SCC(=O)N3C(C)CCCC3C)o2)no1 (centres undefined)
  -7	-4	-12	-11	-28	1	0	-3	-6	1	-8
COC(=O)C1=C(C)N(C)C(=S)NC1c1ccc(Cl)cc1 (centres undefined)
  -10	-5	-2	-4	-9	17	1	25	-1	1	12
CC1(C)CC2CC(C)(CN2Cc2cccc([N+](=O)[O-])c2)C1 (centres undefined)
  -4	57*	-13	-12	11	-44	3	-4	-15	4	-10
CC(C)CNC(=O)NC(=O)COC(=O)c1cccc(NS(=O)(=O)c2ccc(F)c(F)c2)c1
  -10	1	-3	-22	31	14	-2	7	-26	22	8
Cn1nc(C(F)(F)F)c2cc(C(=O)Nc3ccc(F)cc3)sc21
  0	-2	-9	-1	9	5	3	0	-14	0	-1
O=C(c1ccco1)N(Cc1ccc(Cl)cc1)C1CCS(=O)(=O)C1 (centres undefined)
  -2	4	0	1	4	14	-7	10	13	11	6
COc1ccc(NC(=O)C2=CC=CN3CCS(=O)(=O)N=C23)c(OC)c1
  -3	2	-14	-7	-11	-5	5	2	-1	-13	-5
COc1cccc(CN(C)CC(O)COC(c2ccccc2)c2ccccc2C)c1 (centres undefined)
  -16	-5	0	4	-33	5	-6	17	-11	5	12
CCOc1ccc2oc(C(=O)NNC(=O)c3csc(N4CCOCC4)n3)c(C)c2c1
  8	-4	-7	-8	-14	26	4	13	8	6	-8
Cc1nnc(SCC(=O)NC(=O)NC(C)(C)C)n1N
  -2	22	5	-5	-8	10	6	-8	-3	1	11
CC(C)(C)c1ccc(Cn2nnc3c(=O)[nH]c(C4CCN(C(=O)c5ccco5)CC4)nc32)cc1
  -10	10	-3	-5	14	-2	1	-3	-11	-6	23
CCOC(=O)N1CN(C(=O)OCC)CN(C(=O)OCC)C1
  -7	5	0	-6	17	0	-4	4	-6	-5	10
N#CCC(=O)N1CCCCCC1
  -1	4	-7	6	-5	13	4	14	-9	-12	4
CCOc1ccc(S(=O)(=O)N2CCCC(C(=O)N3CCC(C(N)=O)CC3)C2)cc1Cl (centres undefined)
  9	-2	-6	8	10	-1	-10	9	23	-7	13
COC(=O)c1cc(O)c(OCc2ccccc2)c(O)c1
  10	1	0	-9	-15	-7	-2	-29	-13	-15	-5
O=C(Oc1ccc(-c2cnc3ccccc3n2)cc1)c1cccc([N+](=O)[O-])c1
  -2	-2	7	-21	-69	-6	7	1	-18	17	10
CCC(=O)N1CCN(c2c(Cl)cccc2[N+](=O)[O-])CC1
  6	-2	-6	1	-15	-2	3	-21	-39	-1	-9

Following part
Every second line gives: LMP1 NFkB inh	Vif inh	NOD2-RIPK2 inh	SRC1 inh	TROY signal inh	SRC3 inh	TLR9-MyD88 inh	NR5A2 inv ag	SRC2 inh	TRAIL sens C8	COUP-TFII inh
COc1ccc2[nH]c(=O)c(CN(Cc3nnnn3Cc3ccc(F)cc3)CC3CCCO3)cc2c1 (centres undefined)
  1	22	-5	-22	11	15	5	-8	-8	-17	-4
CC1Cc2ccccc2N1C(=O)Cn1cc([N+](=O)[O-])cn1 (centres undefined)
  -6	-2	2	-6	-6	-5	-4	11	-16	1	12
CC(=O)Oc1ccccc1C(=O)Oc1ccccc1C(=O)O
  1	-1	-15	14	-2	-10	-3	-18	-5	3	-19
O=C(NCc1ccc2c(c1)OCO2)C1CCCN1C(=O)Nc1cccc(Cl)c1 (centres undefined)
  -10	-1	-5	-3	1	19	-1	3	-1	11	6
O=C(NS(=O)(=O)Oc1cccc(F)c1)OC[C@@H]1CCCN2CCCCC12 (some centres undefined)
  -2	12	3	-9	18	-43	-1	-1	0	-2	-1
COc1ccc(CC(=O)Nc2nc(OCCN3CCCC3=O)cnc2-c2cccc(C(F)(F)F)c2)cc1
  x	-2	0	9	6	16	x	0	21	-8	-12
CCC(CO)NCC#Cc1ccccc1 (centres undefined)
  0	3	4	-12	2	-1	2	8	1	-4	20
CC1CCN(C(=O)CSc2nc(N)c(NC(=O)c3ccccc3)c(=O)[nH]2)CC1
  2	-1	1	-12	13	9	4	-9	-19	18	4
Cc1cc(Nc2ccccc2)n(C(=O)c2ccc(N)cc2)n1
  -13	5	-11	-34	-39	-28	7	-17	62*	-10	8
O=C(Nc1cc(C(F)(F)F)ccc1Cl)c1cc(C2CC2)on1
  -9	11	-4	-9	-14	-20	-3	9	-31	-4	25
Cc1cccc(NC(=O)NNC(=O)COc2ccc3ccccc3c2)c1
  -6	-1	5	4	5	11	-3	7	-22	34	-2
CC(C)(C)c1ccc(OCc2ccc(C(=O)NCc3cccnc3)o2)cc1
  -28	-9	1	-127	-27	-73	0	-204	-37	-4	-17
CC1CN(C(=O)c2ccc(CNS(=O)(=O)c3cccc(Cl)c3)cc2)CC(C)O1 (centres undefined)
  3	-2	-8	-6	-2	12	0	-2	14	-3	9
O=C(CSCCO)Nc1cccc(C(F)(F)F)c1
  0	0	3	-3	2	21	10	-2	4	10	-4
CCCNC(=O)c1cc(OC)c(OC)cc1[N+](=O)[O-]
  4	-5	3	-3	2	13	1	-9	-39	3	2
O=C(c1ccccc1)c1ccc(OCC(O)CNCc2ccc(F)cc2)cc1 (centres undefined)
  35	-3	2	-12	-9	1	3	3	-10	0	-2
NC(=O)C1CCN(C(=O)c2cc(S(=O)(=O)N3CCN(c4ccccc4)CC3)ccc2Cl)CC1
  5	2	-4	3	6	10	6	0	27	-3	8
CC1CCc2c(sc3nc(C4CC4)nc(N4CCN(C(=O)c5ccco5)CC4)c23)C1 (centres undefined)
  -5	x	-14	-8	19	-7	-2	-11	32	30	30
Cc1ccc(NC(=O)CSc2nccn2C)cc1F
  1	0	-13	-61	-64	-44	-1	-58	-41	13	-17
